# CRFR2-BP ag: agonists of human CRF-binding protein/CRF-R2 receptor complex; HEK293 CRF-R2/CRF-BP, calcium dye fluorescence (FLIPR); percent of saturating CRF peptide response; activation, % at 13.2 µM; 0.46% of 350,000 active; AID 588473;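 active = activation of at least 50%, plus an integration ratio under a set limit after plate pattern correction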;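 also: plate controls were neutral control wells without compound for no effect and CRF at EC100 for full effect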
# IDE act: activators of human insulin-degrading enzyme in cells; HEK cells, FAbeta-B cleavage, fluorescence polarization; 0% vehicle, 100% cell-free pure enzyme wells; activation, % at 5.96 µM; 0.073% of 340,000 active; P14735;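 active = activation above the mean of all tested compounds plus 3 SD, set per screening campaign, cut at about 17% in these data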
# p-CIP stab down: p/CIP protein destabilization; AID 1984; Q05BA5; 0.01% of 290,000 active; F442A p/CIP-EGFP cells, EGFP fluorescence, 16 h; decrease of EGFP signal, % at 10 µM;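 active = EGFP signal decrease of at least 30% at 10 µM or well 3 SD below plate mean, unless failing retest; inactive = the rest, including hits failing retest or dose response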; also: some compounds called inactive have numbers as strong as hits; many of its hits are not listed in these tables
# M4 PAM: CHRM4 positive allosteric modulation. P08173. CHO-K1 hM4/Gqi5, Fluo-8 calcium fluorescence, ACh EC20; 0% = ACh EC20, 100% = maximal ACh. activation, % at 3 µM. 0.4% of 360,000 active. AID 624126;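 active = activation above its plate's cutoff, the mean activation of sample wells plus 3 SD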; also: some results filed as inactive read as strong as hits
# Target sequence (P08173 whole entry, looked up): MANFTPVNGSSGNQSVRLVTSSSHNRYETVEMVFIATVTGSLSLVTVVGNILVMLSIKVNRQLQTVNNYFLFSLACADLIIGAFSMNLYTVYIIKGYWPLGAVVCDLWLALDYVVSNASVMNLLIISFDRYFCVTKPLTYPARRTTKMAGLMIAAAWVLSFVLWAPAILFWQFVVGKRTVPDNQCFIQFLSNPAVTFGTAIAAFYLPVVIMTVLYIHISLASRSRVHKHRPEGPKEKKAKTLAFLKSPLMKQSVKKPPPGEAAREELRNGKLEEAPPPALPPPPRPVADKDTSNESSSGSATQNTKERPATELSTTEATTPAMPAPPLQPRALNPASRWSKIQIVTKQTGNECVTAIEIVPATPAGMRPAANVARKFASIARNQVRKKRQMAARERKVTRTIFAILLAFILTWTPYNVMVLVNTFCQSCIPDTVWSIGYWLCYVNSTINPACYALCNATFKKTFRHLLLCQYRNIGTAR
# IDE cell inh: inhibitors of human insulin-degrading enzyme in cells. P14735. HEK cells, FAbetaB cleavage, fluorescence polarization. inhibition, % at 5.59 µM. 0.41% of 320,000 active. AID 434962;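 active = percent inhibition above the average of all tested compounds plus 3 SD, set per screening campaign, cut at about 16% in these data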;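 also: IDE supplied by intact live HEK cells; FP after avidin binding of uncleaved biotin substrate so inhibition keeps polarization high; 0% = DMSO wells and 100% = 60 µM reference IDE inhibitor Ii1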
# CRFR2-BP antag: antagonists of CRF-binding protein/CRF-R2 receptor complex. HEK293 CRF-R2/CRF-BP, CRF-induced calcium fluorescence. inhibition, % at 11.8 µM. 0.59% of 350,000 active;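 active = inhibition of the ligand-induced calcium signal above about 50% at the single tested concentration, limit read from the data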
# MEKK3 PB1 HTS: MEKK3-MEK5 PB1 interaction, increase or decrease; Q99759; bead-based flow cytometry, Alexa488-MEK5 binding to MEKK3; actives lie on both sides; 0 = blocked by unlabeled MEK5, 100 = vehicle; binding response (% of control), % at 10 µM; 1.4% of 290,000 active;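 active = binding response more than 3 SD above or below the average of its plate-row segment, actives on both sides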;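 also: Alexa488 bead fluorescence after subtracting the streptavidin-only scavenger bead signal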
# GalR3 antagonist: human GalR3 antagonism. HEK293 GalR3-CNG cAMP membrane potential fluorescence; galR3 body fused to GalR1 C-terminus. inhibition, % at 3 µM. O60755. 0.44% of 360,000 active;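 active = inhibition above the screen-wide average plus 3 SD, cut at about 13% in these data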;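 also: forskolin and galanin both at EC90 stimulate the cells; cAMP rise reported by CNG channel membrane potential dye signal; 0% = forskolin plus galanin with DMSO and 100% = forskolin alone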
# Target sequence (O60755 1-299 limits assumed): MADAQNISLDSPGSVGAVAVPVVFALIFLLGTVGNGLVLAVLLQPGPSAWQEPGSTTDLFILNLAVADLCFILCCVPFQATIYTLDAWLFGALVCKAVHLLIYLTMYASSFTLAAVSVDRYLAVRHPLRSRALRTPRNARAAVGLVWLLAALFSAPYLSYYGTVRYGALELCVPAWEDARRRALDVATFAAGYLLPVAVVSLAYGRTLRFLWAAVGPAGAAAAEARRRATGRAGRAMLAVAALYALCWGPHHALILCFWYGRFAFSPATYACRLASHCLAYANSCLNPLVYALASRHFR
# PHOSPHO1 inh: inhibitors of human PHOSPHO1 phosphatase | inhibition, % at 13.3 µM | 1.1% of 290,000 active | recombinant PHOSPHO1, absorbance phosphatase assay; in the data active = inhibition above about 60%
# Target sequence (Q8TCT1 whole entry, looked up): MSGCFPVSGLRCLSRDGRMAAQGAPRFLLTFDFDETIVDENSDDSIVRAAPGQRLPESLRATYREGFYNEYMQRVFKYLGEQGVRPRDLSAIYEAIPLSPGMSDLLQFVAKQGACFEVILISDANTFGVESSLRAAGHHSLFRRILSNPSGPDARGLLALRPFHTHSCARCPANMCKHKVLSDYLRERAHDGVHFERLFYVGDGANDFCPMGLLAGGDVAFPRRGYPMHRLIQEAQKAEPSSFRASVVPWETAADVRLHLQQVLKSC
# * = called active by the depositor; · = no result given.
[1] CCOc1ccc(NC(=O)C2CCN(S(=O)(=O)CC)CC2)cc1
[2] CC(C)(C)NC(=O)N1CCN(c2nc(-c3ccccc3)ns2)CC1
[3] CCOC(=O)c1ccc(NC(=S)Nc2cccc(C)n2)cc1
[4] Cc1ccc(CNC(=O)C(=O)NCCC2CCCCN2S(=O)(=O)c2ccc(C)cc2)cc1 (centres undefined)
[5] O=C(Nc1ccccc1N1CCOCC1)c1cccc([N+](=O)[O-])c1
[6] O=C1CCC/C=C\C[C@@H](CC(=O)N(CCO)Cc2ccccc2)C(=O)N[C@H](c2ccccc2)CO1
[7] Cc1oc(-c2cccc(Br)c2)[n+]([O-])c1C
[8] O=C(c1ccccc1)N1N=C(c2ccccc2)CC1(O)C(F)(F)F (centres undefined)

screen / no.	1	2	3	4	5	6	7	8
CRFR2-BP ag	-1.3	-0.2	0.8	5.9	3.7	-0.9	-1.0	-0.7
IDE act	6	-9	1	8	-6	4	3	0
p-CIP stab down	-2	-5	-13	·	0	·	8	-6
M4 PAM	-2	-19	3	-4	6	6	-1	-7
IDE cell inh	9	8	7	-2	-1	0	9	1
CRFR2-BP antag	4	2	-11	-5	2	5	4	2
MEKK3 PB1 HTS	110	95	95	·	97	·	104	101
GalR3 antagonist	-9	1	-12	-5	-2	-2	1	7
PHOSPHO1 inh	34	42	-12	·	-3	·	6	·

[9] Cn1c2ccccc2c2c(C(=O)N3CCN(c4ccccc4)CC3)cn(C3CCCC3)c(=O)c21
[10] Cc1ccc(NC(=O)c2sc3nc4c(c(-c5ccco5)c3c2N)CCC4)cc1
[11] CCOc1ccc(C=O)cc1CN1CCCCC1
[12] CCOC(=O)N1CCC(C(=O)Nc2ccc(OCC)cc2)CC1
[13] O=C(C1CCN(c2nc(-c3ccccc3)nc3c2CCC3)CC1)N1CCC(O)CC1
[14] CCC(Oc1ccccc1)C(=O)Nc1ncc([N+](=O)[O-])s1 (centres undefined)
[15] O=C(Nc1nccs1)c1ccc(NC(=O)C2CC=CCC2C(=O)O)cc1 (centres undefined)
[16] COc1ccc(S(=O)(=O)NCCSCc2ccco2)cc1C

screen / no.	9	10	11	12	13	14	15	16
CRFR2-BP ag	-0.1	6.5	0.9	-6.2	0.5	33	-0.5	-0.5
IDE act	9	-4	-1	-2	1	-1	3	3
p-CIP stab down	-13	-3	5	3	2	-19	-7	·
M4 PAM	-9	8	7	-3	0	-4	-2	-2
IDE cell inh	4	10	2	1	6	3	0	1
CRFR2-BP antag	-11	0	8	42	5	26	-11	11
MEKK3 PB1 HTS	105	88	106	98	101	101	99	103
GalR3 antagonist	-3	-4	-3	·	-2	-8	-6	-2
PHOSPHO1 inh	4	59	10	-6	9	24	50	·

# Whole records from above:
# Results for `O=C(C1CCN(c2nc(-c3ccccc3)nc3c2CCC3)CC1)N1CCC(O)CC1` → CRFR2-BP ag = 0.5; IDE act = 1; p-CIP stab down = 2; M4 PAM = 0; IDE cell inh = 6; CRFR2-BP antag = 5; MEKK3 PB1 HTS = 101; GalR3 antagonist = -2; PHOSPHO1 inh = 9
# Results for `Cc1oc(-c2cccc(Br)c2)[n+]([O-])c1C` → CRFR2-BP ag = -1.0; IDE act = 3; p-CIP stab down = 8; M4 PAM = -1; IDE cell inh = 9; CRFR2-BP antag = 4; MEKK3 PB1 HTS = 104; GalR3 antagonist = 1; PHOSPHO1 inh = 6

# (cont.)
[17] Cc1cccc(NS(=O)(=O)c2cccc(C(=O)N3CCCC3)c2)c1
[18] COc1ccc(NS(=O)(=O)c2csc(C(N)=O)c2)cc1OC
[19] FC(F)(F)c1cccnc1N1CCN(c2ncnc3nc[nH]c23)CC1
[20] c1ccc2c(c1)COc1c3cc4c(cc3nn1-2)OCO4
[21] COc1ccc(N2CCN(C(CNC(=O)C(=O)NC3CC3)c3ccco3)CC2)cc1 (centres undefined)
[22] COc1ccc(NCC(=O)Nc2c(C)cccc2C)cc1S(=O)(=O)N1CCOCC1
[23] COc1ccc(-c2c[n+]3c(n2-c2ccc(C)cc2)CCCCC3)cc1
[24] COC(=O)C1=C(N)Oc2cc(C)n(C)c(=O)c2C1c1ccc(Cl)cc1 (centres undefined)

screen / no.	17	18	19	20	21	22	23	24
CRFR2-BP ag	-2.2	-0.8	0.1	-0.5	0.0	-2.4	3.5	0.0
IDE act	3	5	2	·	2	·	2	-5
p-CIP stab down	·	-22	-9	·	·	·	-14	-18
M4 PAM	4	4	1	20*	1	7	-12	8
IDE cell inh	2	-4	-2	·	2	·	2	-9
CRFR2-BP antag	-3	9	11	37	-8	8	3	-6
MEKK3 PB1 HTS	·	110	101	·	·	·	98	95
GalR3 antagonist	-1	-1	5	2	-2	-5	71*	0
PHOSPHO1 inh	·	46	14	·	·	·	-27	-7

# 3 entries drawn at random from those above, as already listed:
[18] COc1ccc(NS(=O)(=O)c2csc(C(N)=O)c2)cc1OC
[20] c1ccc2c(c1)COc1c3cc4c(cc3nn1-2)OCO4
[19] FC(F)(F)c1cccnc1N1CCN(c2ncnc3nc[nH]c23)CC1

screen / no.	18	20	19
CRFR2-BP ag	-0.8	-0.5	0.1
IDE act	5	·	2
p-CIP stab down	-22	·	-9
M4 PAM	4	20*	1
IDE cell inh	-4	·	-2
CRFR2-BP antag	9	37	11
MEKK3 PB1 HTS	110	·	101
GalR3 antagonist	-1	2	5
PHOSPHO1 inh	46	·	14

# (continued)
[25] CC1CCCCC1NC(=O)C1CC=CCC1C(=O)O (centres undefined)
[26] Cc1ccsc1-c1nc(CN2CCN(C)C(=O)[C@@H]2C)c(C)o1
[27] O=C1CC2(CCN(C(=O)COc3ccccc3)CC2)Oc2ccccc21
[28] COc1ccc(C(=O)c2c(C)oc3ccc(O)cc23)cc1
[29] COc1cc(NC(=O)c2ccco2)c(C(=O)OCC(=O)Nc2ncc(Cl)cc2Cl)cc1OC
[30] c1ccc(-n2ncc3c(NCCCN4CCOCC4)ncnc32)cc1
[31] COc1ccc(/C=C2/S/C(=N/N=C3\CC4CCC3(C)C4(C)C)NC2=O)cc1 (centres undefined)
[32] Cc1cccc(-n2cc(C(=O)O)c(=O)cc2C)c1

screen / no.	25	26	27	28	29	30	31	32
CRFR2-BP ag	-1.0	0.2	0.3	5.1	0.1	-0.5	4.5	-0.4
IDE act	-3	5	1	5	-4	5	4	2
p-CIP stab down	-3	2	·	-9	0	6	-10	6
M4 PAM	7	4	5	-8	5	22	0	-1
IDE cell inh	3	5	-1	·	-1	-5	-9	2
CRFR2-BP antag	9	16	-6	-7	-11	-32	-13	3
MEKK3 PB1 HTS	94	101	·	110	101	103	·	105
GalR3 antagonist	4	-6	-4	-7	-3	-5	2	-6
PHOSPHO1 inh	1	-15	·	18	3	18	34	12

[33] O=C1[C@H]2[C@@H](c3ccccc3)N[C@]3(CCCN(Cc4ccc(Br)cc4)C3=O)[C@H]2C(=O)N1Cc1ccccc1
[34] COc1ccc(OC)c(NC(=O)c2ccc(OC3CSC3)cc2)c1
[35] CCN(CC(=O)Nc1cc(S(=O)(=O)N2CCCCC2)ccc1C)Cc1ccccc1
[36] COc1ccc(S(=O)(=O)N2CCOCC2)cc1C(=O)Nc1ccc2c(c1)OCO2
[37] OC[C@@H]1CCCN1Cc1cn(-c2ccccc2)nc1-c1ccc2c(c1)OCO2
[38] CN(C(=S)NC(=O)c1ccc(Cl)cc1)C1CCCCC1
[39] COc1ccc(C(=S)N2CCOCC2)cc1OC(=O)c1ccccc1Cl
[40] Cc1ccc(S(=O)(=O)NCCNC(=O)c2cc(OCC(F)(F)F)ccc2OCC(F)(F)F)cc1

screen / no.	33	34	35	36	37	38	39	40
CRFR2-BP ag	4.1	-1.4	0.3	-1.4	1.9	0.1	-0.3	-1.5
IDE act	·	-4	3	3	7	3	2	3
p-CIP stab down	·	1	·	-6	-24	4	3	-13
M4 PAM	-1	3	-9	1	-16	-7	-1	7
IDE cell inh	·	4	6	-3	0	2	8	1
CRFR2-BP antag	-11	11	-3	-1	-17	5	-1	-5
MEKK3 PB1 HTS	·	99	·	101	99	97	101	102
GalR3 antagonist	-8	0	-2	-1	-6	3	-5	-2
PHOSPHO1 inh	·	-5	·	23	6	21	10	21

[41] O=C(NN=C1CCN(Cc2ccccc2)CC1)c1ccccc1O
[42] CCC(=O)N1CCc2cc(Br)cc(S(=O)(=O)NC3CCN(Cc4ccccc4)CC3)c21
[43] CN(Cc1ccccc1)C(=O)CCC1CCN(C(=O)c2ccccc2C(F)(F)F)CC1
[44] Cc1nn(-c2ccccc2)c2sc(C(=O)OCn3nnc4ccccc4c3=O)cc12
[45] CC(C)C(c1nnnn1C1CCCCC1)N1CCCc2ccccc21 (centres undefined)
[46] NC(=S)N/N=C/c1coc2ccc(Br)cc2c1=O
[47] CCn1c(=O)c2sccc2n2c(CCCC(=O)NCCc3ccc(S(N)(=O)=O)cc3)nnc12
[48] O=c1c2cnn(-c3ccc(F)cc3)c2ncn1Cc1ccc(F)cc1

screen / no.	41	42	43	44	45	46	47	48
CRFR2-BP ag	-0.5	-1.5	-1.0	5.3	-1.1	-0.1	3.5	-1.9
IDE act	4	-1	0	2	6	6	1	5
p-CIP stab down	4	-1	-4	-1	8	-6	6	0
M4 PAM	-3	-3	1	-1	3	-2	1	2
IDE cell inh	-2	-5	2	5	-3	2	-2	-7
CRFR2-BP antag	2	-7	2	-10	20	5	-6	21
MEKK3 PB1 HTS	104	99	104	97	98	91	104	103
GalR3 antagonist	1	-9	-2	3	-6	2	1	1
PHOSPHO1 inh	-13	11	-1	-10	-7	13	43	-6

[49] C=CCn1c(C)cc(C(=O)Cn2nc(C(=O)O)c3ccccc3c2=O)c1C
[50] CN(C)S(=O)(=O)c1cccc(C(=O)Nc2cc(Cl)cc(Cl)c2)c1
[51] COC(=O)C[C@H](NC(=O)Cn1cnc(C(=O)Nc2ccc(C)c(C)c2)n1)C(=O)OC
[52] CN(Cc1ccccc1)C(=O)c1cc(-c2ccc(Br)cc2)on1
[53] COc1cccc(NC(=O)CSc2nnc(C3CCCCC3)n2N)c1
[54] COc1c(Br)cc([N+](=O)[O-])c(OC)c1C(=O)NC(=O)Nc1nc(C)cc(C)n1
[55] CC(C)C(NS(=O)(=O)c1cccc(C(F)(F)F)c1)C(=O)NCc1cccs1 (centres undefined)
[56] CCOc1nc(Nc2cc(Cl)ccc2OC)nc(OCC)n1

screen / no.	49	50	51	52	53	54	55	56
CRFR2-BP ag	-3.2	1.6	0.2	0.2	0.5	0.0	0.3	0.4
IDE act	-5	-2	6	-5	1	7	4	3
p-CIP stab down	-3	-10	·	7	·	-1	·	14
M4 PAM	-1	-7	-1	-1	-1	-16	10	2
IDE cell inh	3	5	·	-6	1	-2	2	6
CRFR2-BP antag	-2	-7	2	-12	-4	18	13	-2
MEKK3 PB1 HTS	93	95	·	102	·	83	·	108
GalR3 antagonist	0	-4	0	-5	-6	-3	-6	1
PHOSPHO1 inh	32	7	·	-23	·	23	·	-13

[57] COc1cc(/C=C2\CC/C(=C\c3ccc(OCCO)c(OC)c3)C2=O)ccc1OCCO
[58] O=C(CSc1nnc(-c2ccncc2)o1)NCc1ccccc1Cl
[59] CS(=O)(=O)c1ccc2nc(NC(=O)C3=NN(c4ccccc4)C(=O)CC3)sc2c1
[60] CC(C)(CNC(=O)c1cc2ccccc2o1)N1CCOCC1
[61] Cc1cccc(CSCc2ccc(C(=O)O)o2)c1

screen / no.	57	58	59	60	61
CRFR2-BP ag	448	-1.5	-1.5	-3.4	-0.1
IDE act	-7	6	2	1	1
p-CIP stab down	-3	-6	-4	-1	-11
M4 PAM	-10	3	-4	-1	-5
IDE cell inh	10	-5	5	0	0
CRFR2-BP antag	-483	-10	3	18	2
MEKK3 PB1 HTS	103	94	105	99	102
GalR3 antagonist	1	-3	-5	1	-7
PHOSPHO1 inh	15	1	28	68*	7

# Screening results (PubChem)
